Source: PubChem BioAssay (several laboratories)
SR-BI HDL uptake = inhibitors of SR-BI mediated HDL lipid uptake, primary screen, ldlA[mSR-BI] cells, fluorescence, single point; Scavenger receptor class B member 1 (Mus musculus), Q61009; ldlA[mSR-BI] CHO cells, DiI-HDL uptake fluorescence, 3 h; inhibition, % at 12.5 µM; actives 0.96% (n = 320,000); AID 488896, 2010;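 active means mean replicate inhibition of at least 70% and a set share of replicates each scoring 70 or more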;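 further: 0% = median of neutral control wells and 100% = median of positive control wells; values of inactives mirror those of a sister screen read the other way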
C-LANA FP = inhibitors of KSHV C-LANA binding to DNA, primary screen, biochemical, fluorescence polarization, FAM-LBS DNA, MBP-C-LANA, single point; Kaposi's sarcoma herpesvirus LANA C-terminal domain (residues 932-1162) DNA binding; inhibition, % at 9 µM; actives 0.078% (n = 340,000); AID 504423, 2011;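 active means highest replicate inhibition at or above 60% at 9 µM, even if other replicates fall short; inactive means all replicates below 60% inhibition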;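 further: 0% = neutral control wells and 100% = 4 µM acridine orange control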
PvdQ inh = P. aeruginosa PvdQ acylase inhibitors, primary screen, biochemical, fluorescence, plate reader and imaging, single point; PvdQ acylase [Pseudomonas aeruginosa LESB58]; purified PvdQ acylase; inhibition, % at 10 µM; actives 0.063% (n = 340,000); in the data active means inhibition above about 30%, passing the limit was not always enough;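 further: 0% = vehicle neutral wells and 100% = reference inhibitor wells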
NSD2 inh = NSD2 histone methyltransferase inhibitors, primary screen, biochemical, AlphaScreen, single concentration, set 2; NSD2 peptide methylation, 120 min; AID 743445, 2014; actives 0.54% (n = 310,000); inhibition, % at 12.5 µM; Histone-lysine N-methyltransferase NSD2 (Homo sapiens), O96028; in the data active means inhibition above about 50%
SR-BI DiI-HDL act = activators of SR-BI mediated DiI-HDL uptake, primary screen, ldlA[mSR-BI] CHO cells, DiI fluorescence; 3 h; 100 = double the neutral-control signal; activation, % at 12.5 µM; actives 0.096% (n = 320,000); AID 504775, 2011;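 active means mean replicate activation of at least 60% and every replicate at or above 60%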;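 further: 0% = median plate neutral-control signal and 100% = twice that signal; values of inactives mirror those of a sister screen read the other way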
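Material: SR-BI-overexpressing, LDLR-lacking CHO cells | Dosing: Single compound concentration, delivered by pin transfer | Probe or stimulus: Labelled HDL, 10 µg/mL | Signal: Bottom-read cell fluorescence after medium removal, ex 550/em 595 nm | Schedule: 3 h, 37 °C | Evaluation: HDL uptake via cellular fluorescence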
Arrestin-AP2 inh = inhibitors of beta-arrestin/AP2 binding, primary screen, biochemical, GPCR trafficking, flow cytometry; FITC-arrestin peptide / GST-AP2 beads; AP2 beta2 appendage carries R879A mutation; inhibition, % at 10 µM; actives 0.31% (n = 340,000); AID 504490, 2011;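 active means inhibition above a set limit, near 3 SD of compounds lacking own fluorescence, cut at about 54% in these data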;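 further: plate controls were DMSO wells for no effect and 5 µM unlabelled arrestin peptide for full effect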
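System: GST-AP2 R879A glutathione beads. Medium: PBS with 0.05% Tween 20 and 0.1% BSA. Also added: FITC-arrestin peptide, 50 nM. Incubation: 12 min plus 1 h, RT. Measured by: high-throughput flow cytometry of beads, ex 488, em 535 nm. Evaluation: percent drop in bead-associated FITC signal.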
DAGLB inh = DAGLB lipase inhibitors, primary screen, biochemical, fluorescence, HTS; actives 0.059% (n = 340,000); inhibition, % at 5.17 µM; Diacylglycerol lipase-beta (Homo sapiens), Q8NCG7; AID 504411, 2011; HEK293T DAGLB membrane lysate, EnzChek fluorogenic substrate; in the data active means inhibition above about 34%;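 further: 0% = enzyme with vehicle and 100% = wells lacking enzyme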
Target sequence (Q8NCG7 whole entry, looked up): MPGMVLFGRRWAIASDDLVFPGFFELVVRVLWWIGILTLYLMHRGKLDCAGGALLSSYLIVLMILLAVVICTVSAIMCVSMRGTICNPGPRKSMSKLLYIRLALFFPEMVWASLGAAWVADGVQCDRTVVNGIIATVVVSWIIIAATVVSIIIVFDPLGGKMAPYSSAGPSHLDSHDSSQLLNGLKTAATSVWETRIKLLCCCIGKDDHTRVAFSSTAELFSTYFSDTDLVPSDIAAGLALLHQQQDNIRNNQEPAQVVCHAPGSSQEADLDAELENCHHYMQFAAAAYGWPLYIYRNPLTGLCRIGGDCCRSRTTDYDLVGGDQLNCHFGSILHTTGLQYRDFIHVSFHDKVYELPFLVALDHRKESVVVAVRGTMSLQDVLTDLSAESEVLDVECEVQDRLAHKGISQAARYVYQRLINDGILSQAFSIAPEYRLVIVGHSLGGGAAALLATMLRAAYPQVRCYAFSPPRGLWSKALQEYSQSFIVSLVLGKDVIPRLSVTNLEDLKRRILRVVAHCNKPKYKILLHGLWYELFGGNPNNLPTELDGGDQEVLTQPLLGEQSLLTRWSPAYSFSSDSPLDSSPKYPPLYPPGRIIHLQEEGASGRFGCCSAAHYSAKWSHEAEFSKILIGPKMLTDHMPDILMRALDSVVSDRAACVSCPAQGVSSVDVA
PKA-R2B activ = activators of PKA-R2B holoenzyme, primary screen, biochemical, fluorescence polarization, Cy5-IP20, human | activation, % at 11.4 µM | actives 0.079% (n = 340,000) | PKA-R2B holoenzyme dissociation; R2B truncated from residue 108, S112A mutant; 0% DMSO only, 100% 113 µM cGMP | AID 504700, 2011 | cAMP-dependent protein kinase catalytic subunit beta (Homo sapiens) + cAMP-dependent …;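 active means activation above a cutoff set at the mean over all compounds plus 3 SD, cut at about 18% in these data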;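 further: higher means more holoenzyme dissociation and a rise in polarization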
Target sequence (P31323 whole entry, looked up, other chains not shown, the tested form may be a part): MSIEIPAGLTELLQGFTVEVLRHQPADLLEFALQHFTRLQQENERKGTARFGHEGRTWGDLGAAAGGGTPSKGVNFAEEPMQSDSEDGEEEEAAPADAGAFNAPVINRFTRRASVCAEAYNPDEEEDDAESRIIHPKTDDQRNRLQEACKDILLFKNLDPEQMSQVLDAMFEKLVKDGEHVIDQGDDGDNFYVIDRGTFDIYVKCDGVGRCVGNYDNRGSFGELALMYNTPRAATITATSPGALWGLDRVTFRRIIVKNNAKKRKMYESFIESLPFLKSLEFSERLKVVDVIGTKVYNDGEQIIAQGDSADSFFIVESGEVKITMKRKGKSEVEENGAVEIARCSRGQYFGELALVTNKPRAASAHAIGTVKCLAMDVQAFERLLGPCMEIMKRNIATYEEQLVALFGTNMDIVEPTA
Keap1-Nrf2 PPI = Keap1-Nrf2 protein-protein interaction inhibitors, primary screen, biochemical, fluorescence polarization, single point; Keap1 Kelch-Nrf2 peptide fluorescence polarization, 1536-well; inhibition, % at 9.4 µM; actives 0.15% (n = 340,000); in the data active means inhibition above about 12%;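 further: human Keap1 Kelch domain with fluorescein labeled Nrf2 9mer peptide probe; 0% = neutral control wells and 100% = peptide positive control; higher means more block of Keap1 binding to Nrf2 peptide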
Cardiac RTF inh = cardiac RTF calcium sensitivity inhibitors, primary screen, biochemical, IANBD-TnC fluorescence, EC70 calcium. IANBD-labeled cardiac RTF, Ca2+ fluorescence. inhibition, % at 7.15 µM. actives 0.12% (n = 340,000);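 active means inhibition above the mean inhibition of all tested compounds plus 3 SD, cut at about 17% in these data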;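 further: assay run at fixed EC70 calcium of 1.6 mM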
The depositor's hits bear a star; i = inactive; nt = no result given.

Cardiac RTF inh	Keap1-Nrf2 PPI	structure	PvdQ inh	SR-BI HDL uptake	DAGLB inh	PKA-R2B activ	Arrestin-AP2 inh	C-LANA FP	NSD2 inh	SR-BI DiI-HDL act
i	45*	Cn1c(=O)c(NCCc2ccccc2)c2c3c(cccc31)C(=O)c1ccccc1-2	2	3	i	8	42	101*	-1	-3
1	-5	CC(=O)Nc1ccc(C(=O)OCC(=O)c2ccc(C)c([N+](=O)[O-])c2)cc1	-15	-1	0	-4	2	3.6	-2	1
-14	-3	COC(=O)NNC(=S)Nc1ccc(Br)cc1	-6	-14	-1	0	14	0.8	-1	14
-10	3	Cc1cc(C)n2c(SCc3ccc(C#N)cc3)nnc2n1	-8	7	3	4	2	1.4	-3	-7
3	3	[O-]C1=N/[N+](=C/c2ccc(Cl)c(Cl)c2)CC1	1	-10	-1	2	7	0.5	0	10
14	3	CCOC(=O)N1CCN(C(=O)c2oc3ccc(S(=O)(=O)N4CC(C)CC(C)C4)cc3c2C)CC1 (centres undefined)	-2	-10	-7	4	21	1.5	0	10
-9	2	Cc1cc(-c2nnc(CCC(=O)NCCc3ccccc3F)o2)no1	13	-14	-3	-10	-3	-2.9	0	14
-4	-8	CCOc1ccc(S(=O)(=O)N2CCC(C(=O)N3CCc4ccccc4C3)CC2)cc1	-12	-15	-2	9	-7	-0.2	1	nt
1	0	Cc1c(C)c2ccc(OCC(=O)N(C)C)c(C)c2oc1=O	-12	-3	1	-12	-5	0.7	-3	3
-11	0	Cc1cc(NC(=O)CSc2nnc(-c3ccco3)n2N)no1	-10	0	2	0	-4	2.0	2	0
12	-1	CCOC(=O)c1sc2nc(CC(=O)OC)nc(N3CCN(c4ccccn4)CC3)c2c1C	-4	21	-12	-8	7	-1.1	nt	-21
-3	1	S=c1[nH]nc(Cc2ccc(Cl)cc2)o1	-4	nt	3	11	11	0.6	-2	nt
-9	0	C#Cc1ccc2c(c1)COc1c3ccccc3nn1-2	-7	6	-3	-5	6	-0.5	nt	-6
2	3	Fc1ccccc1COc1cccc(/C=N/n2cnnc2)c1	-4	-12	-3	7	4	0.3	-1	12
-2	-5	COCc1c(C(=O)N2CCN(c3ncccn3)CC2)oc2ccccc12	-16	0	-3	0	-4	-0.4	-3	0
-10	-6	COc1ccc(C)cc1S(=O)(=O)N1CCN(c2ccccc2)CC1	-12	-2	-1	-4	5	0.1	-1	2
-1	-5	CC(C)[C@H](NC(=O)[C@@H]1Cc2ccccc2CN1)C(=O)Nc1ccc2c(c1)OCO2	-12	-15	-1	-5	-10	0.0	3	15
-6	1	COc1ccc(S(=O)(=O)Nc2cccc(F)c2)cc1C	-4	-5	-3	-14	11	0.5	-2	5
5	-3	CC(CCc1ccccc1)NCc1ccc(Cl)cc1Cl (centres undefined)	-12	1	-12	-6	-8	0.5	2	-1
3	5	Cn1c(SCC(=O)NNC(=O)Cc2ccccc2)nnc1-c1ccccc1	-2	-6	0	-2	-2	-2.0	0	6

Part of the list above, showing only C-LANA FP.
smiles	C-LANA FP
CCOC(=O)c1sc2nc(CC(=O)OC)nc(N3CCN(c4ccccn4)CC3)c2c1C	-1.1
Fc1ccccc1COc1cccc(/C=N/n2cnnc2)c1	0.3
COCc1c(C(=O)N2CCN(c3ncccn3)CC2)oc2ccccc12	-0.4

Additional records
Cardiac RTF inh	Keap1-Nrf2 PPI	structure	PvdQ inh	SR-BI HDL uptake	DAGLB inh	PKA-R2B activ	Arrestin-AP2 inh	C-LANA FP	NSD2 inh	SR-BI DiI-HDL act
4	-3	COc1ccc(/C=C/C(=O)N2CCN(C)CC2)cc1OC	1	-5	1	-3	11	0.7	3	5
5	-1	CC(C)(C)c1ccc(CSc2nnc(-c3ccccc3NC(=O)c3ccccc3)o2)cc1	-3	-17	-7	4	-2	1.7	-1	17
-8	-5	COC(=O)c1ccc2c(=O)n(Cc3ccc(C(=O)NC(C)C)cc3)c(=S)[nH]c2c1	-11	45	1	4	-5	0.1	-2	-45
-3	3	Cc1nn(-c2ccccc2)c(C)c1NC(=O)COC(=O)c1cc(Br)ccc1O	7	-31	-2	-11	49	-0.3	-2	31
1	-5	CC(NC(=O)c1ccccc1)C(=O)NC1=NCCS1 (centres undefined)	-13	-26	0	4	8	1.5	-2	26
1	-1	Cc1cc(C(=O)OC(C)C(=O)Nc2cccc(S(=O)(=O)N3CCOCC3)c2)c(C)o1 (centres undefined)	-17	7	-1	-20	-2	0.8	4	-7
-14	-1	CC1=C(C#N)C(=O)N(C)C(C)(C)C1	-11	-140	-2	6	2	3.0	3	140*
3	-1	CC1CC(C)CN(C(=O)c2ccc3nc[nH]c3c2)C1 (centres undefined)	-2	10	1	-3	17	-0.9	-2	-10
-11	-8	O=C(CNC(=O)c1ccc(N2C(=O)c3ccccc3C2=O)cc1)OCC(=O)c1ccccc1	-13	-28	-1	-10	5	1.4	-3	28
-8	-1	Cc1c(NC(=O)c2ccc3ncccc3c2)c(=O)n(-c2ccccc2)n1C	4	-18	0	-1	8	1.1	-3	18
-12	-4	Nc1c(C(=O)N2CCCC2)sc2nc3c(cc12)CCCCCC3	-17	9	2	-6	28	2.1	-2	-9
0	2	CC1(N=Cc2cc(Cl)ccc2O)COP(=O)(NC2CCCC2)OC1 (centres undefined)	-7	-18	2	-3	-5	-10	0	18
-7	-4	Cn1c(Cn2c(=O)sc3ccccc32)nnc1SCC(=O)Nc1ccc(F)cc1	-6	-21	-5	2	21	-0.4	nt	21
9	-2	CCC(=O)Nc1cccc(C2=NOC3(C2)C[C@@H](C(N)=O)N(C(=O)CC(c2ccccc2)c2ccccc2)C3)c1 (some centres undefined)	9	15	-4	-4	nt	0.5	nt	-15
3	-2	COc1ccc2c(c1OC)C(=O)N1c3ccccc3C(=O)N(c3ccccc3)C21 (centres undefined)	-20	61	-4	13	-11	-1.4	-1	-61
0	-5	OCCn1c(C(F)(F)F)nc2ccccc21	-8	4	-1	-7	3	0.6	0	-4
-4	-4	N#Cc1cc(-c2ccccc2)oc1NC(=O)c1ccccc1	-13	23	1	1	0	0.4	5	-23
8	0	CCc1nnc(NC(=O)C2CCCN2C(=O)Nc2ccccc2OC)s1 (centres undefined)	6	-13	-1	-12	20	0.2	1	13
2	-2	O=S(=O)(c1cc(Br)ccc1Br)N1CCCCCC1	5	nt	-8	-2	7	1.1	-10	nt
-10	2	CCOC(=O)C1(O)CC(C)=NN1C(=O)c1cccc(Br)c1 (centres undefined)	13	6	1	1	8	-3.0	-3	-6
-6	2	Cc1sc(NC(=O)c2ccc(Cl)s2)c(C(N)=O)c1C	1	31	-3	9	21	-0.4	4	-31
1	-1	COc1ccc(Cl)cc1C(=O)Nn1cnc2ccccc2c1=O	-5	5	0	-10	-5	0.6	-1	-5
-4	-4	Cc1ccc(NC(=O)CNC(=O)CC23CC4CC(CC(C4)C2)C3)c(O)c1	-17	-14	0	-7	2	-0.5	0	14
-9	0	CN1C(=O)c2ccc(NC(=O)CSc3ccccc3)cc2C1=O	-9	-32	-1	-5	4	-1.3	-6	32
-1	-4	CSc1nnc(-c2ccc(S(=O)(=O)N3CCOCC3)cc2)n1CC1CCCO1 (centres undefined)	5	-21	2	2	0	1.0	-3	21
-4	-1	Cc1cc2c3nonc3ccc2n1C	5	9	-2	-6	31	-0.2	-1	-9
5	-1	COc1ccc(S(=O)(=O)Cc2ccc(C(=O)NC3CCCC3)o2)cc1	-9	9	0	0	2	1.6	nt	-9
-3	-4	COC(=O)c1cc(OC)c(OC)cc1NC(=O)CN1CCCCC1	-13	17	-1	7	-5	1.2	-5	-17
11	-4	COc1ccc(N(CC(=O)NC2CCCCC2)C(=O)c2ccc(C)s2)cc1OC	6	57	-1	6	5	0.0	-1	-57
-2	-5	C/C(CC(=O)Nc1ccc(N(C)C)cc1)=N\NC(=O)c1ccccc1O	-1	8	8	-6	-7	-0.7	6	-8
0	-3	COCCN(C(=O)COC(=O)c1cccnc1SC)c1c(N)n(Cc2ccccc2)c(=O)[nH]c1=O	8	-7	-2	-7	-9	-2.6	2	7
-21	3	OC(c1ccccc1)(c1ccccc1)C1CCN(C(=S)Nc2ccc(F)cc2)CC1	2	11	-3	-21	-3	-3.5	nt	-11
-1	-3	Cc1ccc(/C=C/C(=O)OCC(=O)NCCN2C(=O)CSC2=O)o1	5	-11	-3	0	7	0.1	-1	11
-11	-7	CCOC(=O)c1c(C)[nH]c(C=C2C(=O)CCCC2=O)c1O	-20	-36	3	-9	43	12	15	36
-5	-3	Cc1cc(N)ccc1N1CCCC1	-13	16	7	-8	nt	-0.4	nt	-16
-3	-9	CS(=O)(=O)Nc1ccc2c(c1)OCC(=O)N2Cc1ccccc1	-4	-13	2	-6	13	-2.2	-1	13
-19	-7	CC(C)(C)c1ccc(Cn2c(=N)n(CC(O)c3ccco3)c3ccccc32)cc1 (centres undefined)	-12	-3	1	7	11	0.2	25	3
0	4	Cc1ccc(CSc2nnc(-c3ccncc3)n2C)cc1	12	10	-2	4	2	-2.6	-4	-10
-11	-2	CN(CC(=O)Nc1c(Cl)cccc1Cl)C(=O)CNC(=O)c1ccc2ccccc2c1	-6	28	2	1	0	-2.6	-3	-28
-2	nt	Cc1ccc(S(=O)(=O)N(C)C)cc1NC(=O)COC(=O)CNC(=O)C12CC3CC(CC(C3)C1)C2	-8	-5	2	-6	1	nt	-1	5
-8	-1	Cn1nccc1C(=O)N1CCc2ccccc21	-10	-30	0	0	0	-1.3	-3	30
-6	-4	CN(CC(=O)Nc1c(Cl)cccc1Cl)C(=O)c1ccc2nc[nH]c2c1	-7	1	2	-8	6	1.7	3	-1
